# T cell HTS: T cell immune modulation candidate; 2C CD8+ T cell-vesicle binding, flow cytometry; active compounds read low; calls only at 7 µM; 0.068% of 330,000 active;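 active means response, share of CD8 T cells binding vesicles, and their 90th percentile fluorescence all below set limits, cut at about 80% in these data, passing the limit was not always enough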
#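 Read-out – percent CD8+ FL2 mean versus row control · System – murine 2C transgenic CD8+ T lymphocytes · Times – 1.5 h cell–vesicle binding at 37 °C, then 20 min icy labelling · Control set – naked vesicles low, QL9 vesicles with vehicle high · Detection – cytometric PE anti-B7-1 and Alexa647 anti-CD8 signals after 1% paraformaldehyde fixation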
# MT stabilizer: microtubule stabilization, imaging screen; HeLa tubulin immunostaining HCS, 24 h; share of cells brighter than vehicle mean+2SD; AID 2205; 0.83% of 200,000 active; % tubulin-high responders, % at 10 µM;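 active means plate Z-score above 3 for both tubulin-high and condensed-nucleus cell shares, with cell loss under 80%, at 10 µM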;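 further: anti alpha tubulin signal scored within the nucleus-defined area of each cell; some results filed as inactive read as strong as hits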
# Yfh1-off respiration: enhancers of respiration in Yfh1-depleted yeast, dose response, Friedreich's ataxia, plus single-dose screen (AID 1465). fold induction at 50 µM; hits with a dose series show EC50 in µM. 0.074% of 220,000 active. S. cerevisiae Yfh1-off respiration, WST-1 reduction, 72 h; higher fold induction means a stronger effect;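 active means fold induction of absorbance versus untreated yeast above a set limit, then at least 30% activation at any dose in follow-up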;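 further: activators that raise dye reduction in frataxin-depleted yeast; strong numbers were not always called active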
# b-catenin transl: alters nuclear translocation of beta-catenin in HeLa cells. AID 1665. immunofluorescence imaging. nuclear translocation activity, % at 5 µM. 0.3% of 190,000 active;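 active means nuclear translocation activity above 50% at 5 µM, with a well cell count of 50 or more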;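 further: per-cell ratio of nuclear to cytoplasmic median beta-catenin stain intensity; plate controls were DMSO negative control for no effect and GSK-3 inhibitor IX positive control for full effect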
#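 test system = HeLa cells, endogenous beta-catenin | dosing = single 5 µM dose plus 0.02–20 µM confirmation series | times = compound treatment 24 h, 37°C, 5% CO2 | technique = beta-catenin immunofluorescence imaging with DAPI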
# M1AAP inhibition: malaria alanyl aminopeptidase activity blockers – biochemical, fluorogenic H-Leu-NHMec substrate, 1536-well (AID 1445) | recombinant M1AAP, H-Leu-NHMec fluorogenic kinetic assay; higher % means a stronger effect | inhibition, % at 30 µM; hits with a dose series show IC50 in µM | 0.42% of 220,000 active;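 active means primary inhibition above the hit cutoff, then over 50% inhibition at one or more dose response concentrations, cut at about 23% in these data, passing the limit was not always enough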;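 further: plate controls were DMSO full reaction for no effect and no enzyme background for full effect; strong numbers were not always called active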
# P. falciparum M17LAP: P. falciparum M17LAP inhibitors, primary screen, biochemical, fluorogenic H-Leu-NHMec substrate, 1536-well (AID 1619). 0.38% of 220,000 active. one-dose inhibition, % at 30 µM; IC50 in µM for titrated hits. recombinant M17LAP, H-Leu-NHMec fluorogenic kinetic assay; higher % means a stronger effect;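 active means compound inhibiting the enzyme by more than half at any dose during confirmatory dose-response retesting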;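 further: plate controls were full reaction with DMSO carrier for no effect and no enzyme background for full effect; strong numbers were not always called active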
# Dynein transport: dynein cargo transport inhibition. 0.47% of 220,000 active. 3617.4 mouse cells, GR-EGFP nuclear translocation imaging; test concentration mostly 20 µM; stimulated with dexamethasone, 1 µM; active compounds read low. z-score, hits read low. AID 1381;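 active means plate z-score of nuclear minus cytoplasmic receptor signal below a set negative limit, without overly bright fluorescence or cell loss, cut at about -3.5 in these data, passing the limit was not always enough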;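 further: z-score of nuclear minus cytoplasmic ring GR-EGFP intensity difference per well; some compounds called inactive have numbers as strong as hits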
#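 Buffer or medium: tet-free medium with charcoal-stripped serum / Also added: dexamethasone agonist, 1.0 µM final, for 30 min / Timing: induction 48 h, compound 1 h, agonist 30 min / Measured by: high-content fluorescence imaging after fixation / Read-out: nuclear-to-cytoplasmic GR-EGFP distribution per well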
# Autophagy mod: modulators of autophagy. MEF GFP-LC3 puncta imaging; test concentration mostly 10 µM. 0.98% of 190,000 active. calls only at 10 µM (by protocol). AID 463193;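 active means percentage of spot-positive cells more than 3 SD above its plate mean, without a fluorescence outlier flag or 80% toxicity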;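 further: spot-positive cell cutoff set from DMSO-treated cells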
# WT yeast gro inh: growth inhibition of WT yeast, mitochondrial fusion screen; mitochondrial fusion phenotypic screen, WT strain; inhibition, % at 10 µM; 2.1% of 190,000 active; in the data active means inhibition above about 58%; tested in S. cerevisiae
# WT yeast gro inh mutant strain: second read-out of WT yeast gro inh, no call of its own (marks repeat the call); inhibition, %; mitochondrial fusion phenotypic screen, mutant strain inhibition
# Dynein transport cytoplasmic EGFP: second read-out of Dynein transport, no call of its own (marks repeat the call); z-score; measured here: cytoplasmic GR-EGFP intensity; active compounds read high
# Dynein transport nuclear GR-EGFP: further read-out of Dynein transport, marked with its call; z-score; measured here: nuclear GR-EGFP intensity;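 lower value marks the stronger effect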
# Dynein transport cell count: recorded beside Dynein transport, whose call it bears; z-score; measured here: cell count per field
# b-catenin transl cell count 5 µM: recorded beside b-catenin transl, whose call it bears; cell count; measured here: cell count, cytotoxicity flag
# T cell HTS vesicle-bound %: recorded beside T cell HTS, whose call it bears; double positive events, %; measured here: CD8+ vesicle-bound cell fraction;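 binding gate set so that unloaded-vesicle control wells show 10% double positive cells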
# MT stabilizer Hoechst-high %: second read-out of MT stabilizer, no call of its own (marks repeat the call); % Hoechst-high responders; measured here: nuclear condensation Hoechst responders;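 share of cells brighter than vehicle mean plus two SD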
# MT stabilizer cytotoxicity %: further read-out of MT stabilizer, marked with its call; toxicity, %; measured here: cytotoxicity by cell density;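 0% = mean cell density of plate MIN control wells and 100% = no cells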
# Autophagy mod cell loss 18 h: also measured in Autophagy mod; calls as there; toxicity, %; measured here: cell loss, nuclei count;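 cell loss after 18 h compound exposure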
# Active calls of the source: *; i = inactive; / = no result given; + = active, no number.
compound | T cell HTS | T cell HTS vesicle-bound % | MT stabilizer | MT stabilizer Hoechst-high % | MT stabilizer cytotoxicity % | Yfh1-off respiration | b-catenin transl | b-catenin transl cell count 5 µM | M1AAP inhibition | P. falciparum M17LAP | Dynein transport | Dynein transport cytoplasmic EGFP | Dynein transport nuclear GR-EGFP | Dynein transport cell count | Autophagy mod | Autophagy mod cell loss 18 h | WT yeast gro inh | WT yeast gro inh mutant strain
O=S(=O)(NCC(Nc1ccc(Cl)cc1)c1ccccc1)c1ccc(Cl)cc1 (stereo unspecified) | i | 32 | 4.0 | 3.0 | 5.4 | i | -4.0 | 520 | -2% | 8% | 0.65 | -0.23 | 0.4 | -0.61 | i | 4 | 74* | 7.2*
COCC(C)NC(=O)NC1(C(F)(F)F)Oc2ccc(Cl)cc2O1 (stereo unspecified) | i | 6 | 4.6 | 1.5 | 4.0 | i | 0.5 | 1471 | 7% | 57% | -2.1 | -0.13 | -0.62 | 0.5 | i | 19 | 8 | 2
c1ccc(-c2csc(Cc3nnc4n3CCCCC4)n2)cc1 | / | / | 2.8 | 1.8 | 0.3 | i | -1.6 | 1361 | 5% | 25% | 2.5 | -0.19 | 1.2 | -0.64 | i | 3 | 3 | 11
CSc1ccc(/C=C(/NC(=O)c2ccccc2)C(=O)N2CCN(C)CC2)cc1 | i | 35 | 2.9 | 2.6 | 12 | i | -1.9 | 1190 | 6% | 23% | -0.094 | -0.12 | -0.35 | 1 | i | -3 | -14 | 5
COc1cc(CC(=O)Nc2cccc(SC)c2)cc(OC)c1OC | i | 44 | 3.2 | 2.9 | 7.9 | i | 2.4 | 1047 | 12% | -5% | -0.44 | -0.074 | -0.43 | 0.99 | i | -5 | 1 | -13
CCN(Cc1ccccc1)S(=O)(=O)c1cc(C(=O)NCCCN(C)C)ccc1OC | i | 22 | 1.6 | 2.9 | 7.2 | i | -1.5 | 1107 | 12% | -5% | -0.85 | -0.17 | -0.8 | 0.23 | i | -7 | 2 | 11
O=C(CN1C(=O)c2ccccc2C1=O)N1CCN(C2c3ccccc3-c3ccccc32)CC1 | i | 0 | 2.9 | 1.5 | 15 | i | -1.6 | 1083 | 9% | 4% | -0.21 | -0.24 | -0.13 | 0.82 | i | -6 | 32 | 1
COc1ccc(OCCCC(=O)Nc2ccc(N3CCCCC3)cc2)cc1 | i | 5 | 3.8 | 1.5 | 2.8 | i | -0.2 | 1187 | 5% | -1% | -0.22 | -0.27 | -0.36 | 0.43 | i | 2 | 8 | -7
O=S(=O)(Nc1nc2ccccc2nc1Cl)c1ccc(F)cc1 | i | 56 | / | / | / | i | 0.4 | 1246 | 14% | 30% | -0.36 | -0.19 | -0.25 | -0.095 | / | / | / | /
Clc1ccc(OCCN2CCOCC2)cc1Cl | i | 13 | 2.0 | 2.5 | 6.5 | i | / | / | -2% | 1% | -1.3 | 0.99 | -0.15 | 1.4 | i | 0 | -17 | -23
COc1ccccc1C(=O)N1CCCC1(C#N)c1ccccc1 (stereo unspecified) | i | 4 | 4.0 | 1.4 | 3.0 | i | / | / | 4% | 10% | -0.42 | -0.26 | 0.056 | 0.17 | i | 8 | 0 | 16
O=C(NCc1ccc2c(c1)OCO2)C1Cc2ccccc2CN1C(=O)c1ccco1 (stereo unspecified) | i | 53 | 2.3 | 2.6 | 0.9 | i | -0.3 | 1128 | 2% | -5% | -0.27 | -0.17 | -0.0098 | 0.2 | i | -2 | -10 | -3
CCOc1ccc(NC(=O)Nc2ccc3c(c2)nc(C)n3C)cc1 | i | 56 | / | / | / | i | 0.9 | 1363 | 10% | 2% | -0.19 | -0.22 | 0.53 | -0.73 | / | / | / | /
O=C(CSc1nnnn1-c1ccc2c(c1)CCC2)NCc1cccs1 | i | 13 | 1.6 | 2.2 | 8.5 | i | 6.5 | 1150 | -2% | 0% | 2.2 | -0.14 | 1.2 | -1.1 | i | 8 | -2 | 15
COc1ccc(C(=O)Nc2ccc(C(F)(F)F)n(C)c2=O)cc1 | i | 59 | 8.9 | 3.1 | 7.1 | i | -2.3 | 1181 | 16% | 8% | 0.37 | -0.19 | 0.0072 | -0.08 | i | 9 | 2 | 6
O=C(N/N=C1\C2CN3CCN(C2)CC1(c1ccccc1)C3)c1ccc(F)cc1 | i | 55 | 1.8 | 2.5 | 5.3 | i | 2.8 | 470 | 2% | 22% | 0.019 | -0.26 | -0.2 | 0.36 | i | -1 | -12 | -12
Cc1ccccc1Cn1nnc(-c2ccc3c(c2)OCO3)n1 | i | 36 | 1.7 | 2.3 | 5.4 | i | -0.7 | 1075 | -5% | 3% | -1.8 | -0.28 | -0.61 | 0.17 | i | 12 | 13 | 25
COc1ccc(OCC(=O)Nc2ccc(N3CCCCC3)cc2)cc1 | i | 60 | 1.8 | 1.4 | 0.3 | i | 0.0 | 1447 | 5% | -10% | -0.56 | -0.19 | -0.2 | 0.45 | i | 14 | -6 | -5
O=C(c1ccc(S(=O)(=O)N2CCCCC2)cc1)N1CCN(Cc2ccc3c(c2)OCO3)CC1 | / | / | 10 | 0.8 | 13 | i | -4.3 | 1008 | 12% | -11% | 0.76 | -0.081 | 0.46 | -0.73 | i | 17 | -12 | -11
CC1CC(C)CN(C(=O)c2ccncc2)C1 (stereo unspecified) | i | 62 | 1.5 | 1.1 | 7.1 | i | -2.1 | 1042 | 4% | -3% | -0.36 | -0.23 | -0.27 | 0.48 | i | 8 | -12 | 9

# Overlap with the part before: 2 compounds, followed by the next part.
compound | T cell HTS | T cell HTS vesicle-bound % | MT stabilizer | MT stabilizer Hoechst-high % | MT stabilizer cytotoxicity % | Yfh1-off respiration | b-catenin transl | b-catenin transl cell count 5 µM | M1AAP inhibition | P. falciparum M17LAP | Dynein transport | Dynein transport cytoplasmic EGFP | Dynein transport nuclear GR-EGFP | Dynein transport cell count | Autophagy mod | Autophagy mod cell loss 18 h | WT yeast gro inh | WT yeast gro inh mutant strain
O=C(c1ccc(S(=O)(=O)N2CCCCC2)cc1)N1CCN(Cc2ccc3c(c2)OCO3)CC1 | / | / | 10 | 0.8 | 13 | i | -4.3 | 1008 | 12% | -11% | 0.76 | -0.081 | 0.46 | -0.73 | i | 17 | -12 | -11
CC1CC(C)CN(C(=O)c2ccncc2)C1 (stereo unspecified) | i | 62 | 1.5 | 1.1 | 7.1 | i | -2.1 | 1042 | 4% | -3% | -0.36 | -0.23 | -0.27 | 0.48 | i | 8 | -12 | 9
CCCCOC(=O)c1ccc(NC(=O)C(=O)NCc2ccncc2)cc1 | + | 8.3* | 5.0 | 2.6 | 4.3 | i | -0.9 | 1140 | 0% | 6% | 0.61 | -0.11 | 0.29 | -0.98 | i | 16 | 9 | -7
Cc1nc2ccccc2nc1N1CCOCC1 | i | 14 | 2.7 | 2.2 | 5.1 | i | -3.4 | 1116 | 3% | 8% | 0.46 | -0.28 | 0.23 | 0.62 | i | -1 | -4 | 0
COc1cccc(-n2c(SCC(=O)N3CCCCC3)nc3c([nH]c4ccccc43)c2=O)c1 | i | 36 | 2.1 | 1.0 | 5.0 | / | -1.2 | 1033 | -2% | -4% | -0.28 | -0.11 | 0.18 | -0.035 | i | 30 | -1 | 4
Clc1ccc(N=c2ssnc2Cl)cc1 | i | 41 | 2.4 | 1.5 | 3.9 | i | 1.6 | 1068 | 0% | 20% | -4.3* | 1.3* | -1.9* | -0.45* | i | 2 | -6 | -4
O=C(/C=C/Nc1ccc(Br)cc1F)c1ccco1 | i | 47 | 2.5 | 1.7 | 8.1 | i | 6.7 | 951 | -1% | 7% | -0.89 | -0.27 | -0.44 | 0.63 | i | -15 | 15 | 19
Cc1nc(CSc2ccccc2)cc(=O)[nH]1 | i | 49 | 3.9 | 2.7 | 0.9 | i | -2.0 | 1074 | -9% | 3% | 1.7 | -0.19 | 0.84 | -0.024 | i | -12 | 11 | -22
O=C(Nc1ccc(-c2nc3ccccc3o2)cc1)c1ccc(N2CCOCC2)c([N+](=O)[O-])c1 | i | 13 | 4.0 | 1.7 | 3.3 | i | 5.8 | 1333 | 0% | -3% | -0.22 | -0.041 | 0.34 | -0.098 | i | -4 | 6 | 13
O=C(NCCc1ccc(F)cc1)c1cc(-c2ccncc2)nc2ccccc12 | / | / | / | / | / | i | -3.8 | 1166 | 3% | 5% | -0.52 | -0.24 | -0.33 | 0.73 | / | / | / | /
CCN(CC(=O)Nc1ccc2c(c1)OCCO2)C(=O)c1cccc(S(=O)(=O)N2CCOCC2)c1 | i | 19 | 1.9 | 1.2 | 1.8 | i | -0.3 | 1432 | 5% | -7% | 0.063 | -0.23 | -0.11 | 0.34 | i | 4 | 6 | 18

# Taken from above:
# MT stabilizer cytotoxicity %, Clc1ccc(N=c2ssnc2Cl)cc1 : 3.9
# Dynein transport nuclear GR-EGFP, CCCCOC(=O)c1ccc(NC(=O)C(=O)NCc2ccncc2)cc1 : 0.29
# WT yeast gro inh mutant strain, Cc1nc(CSc2ccccc2)cc(=O)[nH]1 : -22
# Autophagy mod cell loss 18 h, CCN(CC(=O)Nc1ccc2c(c1)OCCO2)C(=O)c1cccc(S(=O)(=O)N2CCOCC2)c1 : 4
# MT stabilizer Hoechst-high %, O=C(/C=C/Nc1ccc(Br)cc1F)c1ccco1 : 1.7
# Dynein transport nuclear GR-EGFP, Cc1nc2ccccc2nc1N1CCOCC1 : 0.23

# High-throughput results (PubChem)
